From PubChem BioAssay
RGS4 block – human RGS4 inhibition | 0.45% of 310,000 active | HEK293 M3R/RGS4 inducible, Fluo-4 calcium flux; active compounds read high; triggered by carbachol at its EC20 | B-score at 10 µM | AID 463165;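 active = B-score, a plate-corrected calcium signal, over three deviations above library mean, with baseline fluorescence within five deviations of library mean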;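 also: RGS4 expression induced by doxycycline in cells with stable M3 receptor; B-score is computed from the integrated fluorescence ratio over baseline after carbachol; higher B-score means a larger calcium signal and so more RGS4 inhibition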
PolyA inhibitor – inhibitors of polyadenylation in S. cerevisiae. S. cerevisiae SKY197-pL101 polyadenylation reporter, beta-gal luminescence; efflux-impaired pdr1/pdr3 knockout yeast; score 100 = 6 SD above DMSO. calls only at 12 µM. 0.02% of 300,000 active;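 active = lowest replicate activity score at least 50, where 100 means six control SD above control mean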;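 also: yeast exposed to compound for 9 h at 30 °C; higher score means more reporter readthrough which indicates perturbed polyadenylation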
GSK3B inh – blocks human GSK3beta kinase activity; AID 2097; P49841; activity score (negative = inhibition), % at 10 µM; 0.038% of 300,000 active; GST-GSK3beta kinase, ADP-Glo luminescence, 60 min; active compounds read low;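 active = more than half of replicate wells score below -50%, meaning over 50% inhibition versus plate controls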;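 also: 0% = median DMSO wells and -100% = median GW8510 positive control wells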
Target sequence (P49841 whole entry, looked up): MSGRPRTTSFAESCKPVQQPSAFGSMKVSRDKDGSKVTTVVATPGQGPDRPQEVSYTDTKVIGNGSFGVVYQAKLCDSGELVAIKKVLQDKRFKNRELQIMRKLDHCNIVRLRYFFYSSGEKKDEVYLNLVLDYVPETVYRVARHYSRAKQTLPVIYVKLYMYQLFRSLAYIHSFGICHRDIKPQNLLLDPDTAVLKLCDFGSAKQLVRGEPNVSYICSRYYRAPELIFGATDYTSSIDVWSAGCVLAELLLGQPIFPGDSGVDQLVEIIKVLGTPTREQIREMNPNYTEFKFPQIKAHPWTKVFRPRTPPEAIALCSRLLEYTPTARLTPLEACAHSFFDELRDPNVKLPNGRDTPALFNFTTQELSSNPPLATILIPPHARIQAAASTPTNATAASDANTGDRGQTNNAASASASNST
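Test system – GST-tagged human GSK3beta kinase, cell-free · Incubation – 60 min enzyme reaction, room temperature · Signal – ADP-Glo luminescence · Also added – peptide substrate and ATP at 25 µM · Controls – DMSO neutral wells and GW8510 at 20 µM as positive · Buffer or medium – Tris/MgCl2 kinase buffer · Measure – Luminescence-derived activity versus plate DMSO and GW8510 wells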
KCNK9 inh – human KCNK9 channel inhibition | B-score at 10 µM | Q9NPC2 | AID 488922 | HEK293 KCNK9, FluxOR thallium flux fluorescence; active compounds read low | 1.2% of 310,000 active;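 active = ratio B-score over 3 SD below the library mean, with starting fluorescence within 5 SD of its mean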;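 also: negative B-score means less thallium flux so channel inhibition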
DYRK1A inh – blocks rat Dyrk1A kinase activity. Q63470. ADP-Glo luminescence, NFATc1 peptide. inhibition, % at 12.5 µM. 0.43% of 310,000 active. AID 504441; in the data active = inhibition above about 50%;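 also: plate controls were vehicle with enzyme for no effect and no enzyme for full effect; many of its hits are not listed in these tables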
hERG protect – compounds protecting human hERG from proarrhythmic drug block | 0.51% of 310,000 active | AID 1511 | CHO-hERG, FluxOR thallium flux, dofetilide IC70 present | activation (rescue from dofetilide block), less the hit threshold, % at 10 µM;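 active = activation above the mean of controls blocked by dofetilide plus 5 SD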;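 also: thallium influx through hERG after potassium depolarization seen as dye fluorescence rise; in these data hits start at about 4.7%; inactives centre near -7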
KCNQ1 block – blocks the human KCNQ1 potassium channel. P51787. CHO-K1 KCNQ1, FluxOR thallium flux fluorescence; active compounds read high. B-score at 10 µM. 1.3% of 310,000 active. AID 2642;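 active = compounds whose thallium flux B-score, printed positive for inhibition, exceeds three library SD while starting fluorescence stays within three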;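 also: channel opened by potassium depolarization with thallium stimulus after 20 min compound exposure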
Target sequence (P51787 whole entry, looked up): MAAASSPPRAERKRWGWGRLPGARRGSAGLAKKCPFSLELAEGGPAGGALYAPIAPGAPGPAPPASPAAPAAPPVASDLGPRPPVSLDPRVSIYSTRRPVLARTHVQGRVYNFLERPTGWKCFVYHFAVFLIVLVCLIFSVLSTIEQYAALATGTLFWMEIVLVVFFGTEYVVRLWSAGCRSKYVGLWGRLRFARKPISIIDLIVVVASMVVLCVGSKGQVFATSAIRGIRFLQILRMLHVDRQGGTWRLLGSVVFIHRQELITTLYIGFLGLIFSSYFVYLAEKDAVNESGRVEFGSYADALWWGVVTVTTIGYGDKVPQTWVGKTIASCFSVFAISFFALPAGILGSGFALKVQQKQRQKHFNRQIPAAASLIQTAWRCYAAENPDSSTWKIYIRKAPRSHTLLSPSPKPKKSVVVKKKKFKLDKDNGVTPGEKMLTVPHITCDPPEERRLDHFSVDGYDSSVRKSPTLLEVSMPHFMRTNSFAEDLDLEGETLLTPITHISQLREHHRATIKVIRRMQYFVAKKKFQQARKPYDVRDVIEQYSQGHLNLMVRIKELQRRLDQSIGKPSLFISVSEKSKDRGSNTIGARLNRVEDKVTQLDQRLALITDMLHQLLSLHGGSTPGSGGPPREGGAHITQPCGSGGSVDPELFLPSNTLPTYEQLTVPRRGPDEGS
GSK3A inh – blocks human GSK-3 alpha kinase. P49840. 0.1% of 320,000 active. ADP-Glo luminescence, 60 min. AID 2650. inhibition, % at 10 µM;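 in the data active = inhibition above about 50%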;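 also: GST-tagged GSK-3 alpha with peptide substrate and 25 µM ATP; 0% = DMSO neutral wells and 100% = GW8510 positive control wells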
KCNQ1 pot – potentiators or activators of human KCNQ1 potassium channel; B-score at 10 µM; CHO-K1 KCNQ1, thallium flux FluxOR fluorescence; active compounds read high; P51787; 0.35% of 310,000 active;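 active = fluorescence ratio B-score, a plate-corrected score, at least three library SD, with initial intensity B-score within 5 SD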
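System: Stable KCNQ1 CHO-K1 line | Incubation: 90 min dye loading and 20 min compound exposure, both at room temperature | Measure: Ratio B score | Medium: Assay buffer for compound exposure, DMSO matched across wells | Compound dosing: Single-concentration screen | Probe or stimulus: K+/Tl+ depolarizing stimulus | Measured by: Kinetic FluxOR fluorescence, 10 s baseline plus 110 s post-stimulus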
KCNK3 block – human KCNK3 channel inhibition, primary screen; O14649; CHO-KCNK3 thallium flux, FluxOR fluorescence; active compounds read low; B-score at 10 µM; 0.84% of 340,000 active; AID 602410;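 active = B-score under library mean minus 4 SD, starting fluorescence ratio at most library mean plus 5 SD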;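 also: more negative B-score means stronger inhibition of thallium flux through KCNK3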
RGS4 act – potentiators or activators of RGS4. B-score at 10 µM. AID 463111. 0.92% of 310,000 active. HEK293 M3R/inducible RGS4, carbachol calcium flux Fluo4; active compounds read low;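 active = B-score of the integrated calcium signal more than 4 SD below the library mean, with starting fluorescence not abnormally high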;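 also: negative B-score means reduced calcium response which marks RGS4 activation or potentiation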
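Reagent: ECmax carbachol challenge; Test system: M3R-expressing HEK293 line, RGS4 induced by doxycycline; Schedule: overnight RGS4 induction, 30 min dye load 37 °C, 20 min compound RT; Detection: calcium dye Fluo4 fluorescence; Read-out: Agonist-evoked peak-minus-minimum fluorescence over baseline, integrated ratio, B score.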
Numbers without * were called inactive; i = inactive; / = no result given. These rows are one share of the data; the hit share may differ from the screen's.

SMILES	RGS4 block	PolyA inhibitor	GSK3B inh	KCNK9 inh	DYRK1A inh	hERG protect	KCNQ1 block	GSK3A inh	KCNQ1 pot	KCNK3 block	RGS4 act
Cn1cnnc1SCC(=O)Nc1ccc(Oc2ccccc2)cc1	i	i	3	i	/	-6	i	2	i	i	i
CCN(CC)CCCNC(=O)Cn1cnc2sc(C)c(S(=O)(=O)N3CCN(c4ncccn4)CC3)c2c1=O	i	i	-1	i	-4	-4	i	0	i	i	i
O=C(CNC(=O)c1ccccc1)NCc1nc2ccccc2[nH]1	i	i	1	i	-3	-1	i	/	i	i	i
O=C(Nc1c(F)cccc1F)c1ccc(-n2cncn2)nc1	i	i	-3	i	4	-4	i	-2	i	i	i
CN(C)c1ccc(/C=C2\CCC/C(=C\c3ccccc3)C2=O)cc1	i	i	2	i	-1	-9	i	0	i	i	i
C=C(c1ccccc1)c1ccccc1N	i	i	4	i	3	-5	i	-1	i	i	i
CCCCn1c(N)c(N(CCOC)C(=O)CCNC(=O)c2ccc(Br)cc2)c(=O)[nH]c1=O	i	i	11	i	-2	-12	i	/	i	i	i
COc1ccc2nc(NC(=O)c3ccccc3F)sc2c1	i	i	4	i	21	-1	i	0	i	i	i
COc1ccc([C@@H]2[C@@H]3C(=O)N(C(C)(C)C)C(=O)[C@@H]3[C@]3(C)C(=O)N(c4ccc(C(F)(F)F)cc4)C(=O)N23)cc1	i	i	1	i	1	-3	i	1	i	i	i
Cc1cnc(NC(=O)CC(C)c2ccccc2)s1 (stereo not drawn)	i	i	-3	i	2	-1	i	2	i	i	i
CCC(C)(C)NC(=O)C(c1ccccc1)N(C(=O)c1csnn1)C1CC1 (stereo not drawn)	i	i	0	i	2	-11	i	-2	i	i	i
Cc1ccc(NC(NC(=O)c2cccs2)C(Cl)(Cl)Cl)cc1 (stereo not drawn)	i	i	5	i	13	-5	i	/	i	i	i
CCC(=O)Nc1ccc(NC(=S)NC(=O)/C=C/c2ccco2)cc1	i	i	-3	i	/	-6	i	0	i	i	i
Nc1c(C(=O)Nc2nccs2)sc2nc(-c3cccs3)cc(C(F)(F)F)c12	i	i	3	i	-3	1	i	/	i	i	i
COc1ccc(-c2nc(CS(=O)(=O)CC(=O)NCc3ccccc3OC)c(C)o2)cc1	i	i	8	i	-3	-8	i	-3	i	i	i
Cc1c(N2C(=O)C3C4C=CC(C4)C3C2=O)c(=O)n(-c2ccccc2)n1C (stereo not drawn)	i	i	0	i	-2	-8	i	2	i	i	i
CC(=O)N1c2ccc(S(=O)(=O)NCCC(=O)NC3CCCC(C)C3C)cc2CC1C (stereo not drawn)	i	i	/	i	-1	-5	i	-1	i	i	i
Fc1cccc(Nc2ncnc3c2cnn3-c2ccccc2)c1	i	i	-2	i	1	-8	i	2	i	i	i
O=C(NCCC(=O)N1CCC2(CC1)NCCc1[nH]cnc12)c1ccc(F)c(F)c1	i	i	0	i	/	-10	i	-2	i	i	i
CCCCOC(=O)C1CN(c2ccccc2)N=C1C(=O)OCC (stereo not drawn)	i	i	-2	i	-6	-16	i	-7	i	i	i
Cc1c(C(=O)Nc2ccc(Cc3ccncc3)cc2)cccc1[N+](=O)[O-]	i	i	-2	i	-10	-7	i	2	i	i	i
O=c1c2ccccc2nc(SCCN2CCOCC2)n1CCc1ccccc1	i	/	-2	i	2	-21	i	-1	i	i	i
Cc1nc(C)c(-c2csc(Nc3ccc(O)c(C(=O)O)c3)n2)s1	i	i	-1	i	21	0	i	-2	i	i	i
O=C(NC(=S)Nc1cc(S(=O)(=O)N2CCOCC2)ccc1O)c1ccco1	i	i	2	i	-3	-8	i	-3	i	i	i

Structural class, the entries above containing an aryl methoxy group
SMILES	RGS4 block	PolyA inhibitor	GSK3B inh	KCNK9 inh	DYRK1A inh	hERG protect	KCNQ1 block	GSK3A inh	KCNQ1 pot	KCNK3 block	RGS4 act
COc1ccc2nc(NC(=O)c3ccccc3F)sc2c1	i	i	4	i	21	-1	i	0	i	i	i
COc1ccc([C@@H]2[C@@H]3C(=O)N(C(C)(C)C)C(=O)[C@@H]3[C@]3(C)C(=O)N(c4ccc(C(F)(F)F)cc4)C(=O)N23)cc1	i	i	1	i	1	-3	i	1	i	i	i
COc1ccc(-c2nc(CS(=O)(=O)CC(=O)NCc3ccccc3OC)c(C)o2)cc1	i	i	8	i	-3	-8	i	-3	i	i	i

(continued)
SMILES	RGS4 block	PolyA inhibitor	GSK3B inh	KCNK9 inh	DYRK1A inh	hERG protect	KCNQ1 block	GSK3A inh	KCNQ1 pot	KCNK3 block	RGS4 act
O=C1CNC(=O)/C(=C\c2ccccc2)N1	i	i	-1	i	3	-3	i	-1	i	i	i
CC(=O)Nc1nonc1-c1nc2ccccc2n1C	i	i	0	i	0	-11	i	1	i	i	i
CCCC(C)NC(=O)COC(=O)c1ccc2c(c1)C(=O)N(Cc1ccco1)C2=O (stereo not drawn)	i	i	-1	i	-4	-4	i	-2	i	i	i
CCOc1ccc(OCC)c(NC(=O)c2nnn(CC(=O)Nc3cc(C)cc(C)c3)c2N)c1	i	i	2	i	-3	-9	i	-2	i	i	i
COc1ccc(C(=O)NNC(=O)Cc2ccc(-c3ccccc3)cc2)cc1OC	i	i	4	i	1	-3	i	-3	i	i	i
CCN1CCN(C(=O)c2ccc(OC3CCN(CCc4ccccc4)CC3)cc2)[C@@H](C)C1=O	i	i	0	i	1	-14	i	-2	i	i	i
Cc1csc(NC(=O)c2ccc3c(c2)OCO3)n1	i	i	-2	i	46	-6	i	1	i	i	i
CCOc1ccc(C(=O)C(C)OC(=O)Cn2cnc3c2c(=O)n(C)c(=O)n3C)cc1 (stereo not drawn)	i	i	-22	i	3	-10	i	-1	i	i	i
Cc1ccc(C2=NN(C(=O)CNCCO)C(c3cccs3)C2)cc1 (stereo not drawn)	i	i	4	i	-7	-5	i	1	i	i	i
COc1cccc(C(O)CC(N)=O)c1 (stereo not drawn)	i	i	-1	i	-7	-4	i	-4	i	i	i
CC(C)C[C@H](NC(=O)c1[nH]cnc1C(=O)N[C@@H](Cc1ccccc1)C(=O)OC(C)(C)C)C(=O)OC(C)(C)C	i	i	1	i	-10	-9	i	4	i	i	i
Cc1ccc([C@@H]2[C@@H]3C(=O)N(C)C(=O)[C@@H]3[C@]3(C)C(=O)N(CC4CC4)CC(=O)N23)o1	i	i	5	i	-8	-11	i	-1	i	i	i
CSc1cccc(NC(=O)CNC(=O)C2CCCCC2)c1	i	i	0	i	0	-14	i	3	i	i	i
c1ccc(OCc2ccc(CCCN3CCOCC3)cc2)cc1	i	i	0	i	4	-5	i	-1	i	i	-8.1*
Cc1cc(NC(=O)CSc2nnc(-c3ccoc3C)o2)no1	i	i	0	i	-4	-11	i	/	i	i	i
COC(=O)c1cccc(NC(=S)Nc2ccc(Cl)c(Cl)c2)c1	i	i	5	i	/	-22	8*	-2	i	i	i
CC1NC(=S)N(C2CCCCC2)C1=O (stereo not drawn)	i	i	-4	i	3	-11	i	0	i	i	i
COc1ccc(NS(=O)(=O)c2cccc(NC(=O)NCCCl)c2)cc1	i	i	-22	i	/	-10	i	-1	i	i	i
CCOC(=O)COc1cc(Br)c(/C=N/Nc2ccccc2)cc1OC	i	i	3	i	6	-5	i	-1	i	i	i
COc1ccc(/C=C/C(=O)c2ccc(NC3=NCCCS3)cc2)cc1OC	i	i	2	i	/	3	i	-2	i	i	i
CCCNc1nc2nc3ccccn3c(=O)c2cc1C(=O)NCCN1CCOCC1	i	i	-5	i	3	-6	i	1	i	i	i
Cc1c(CC(=O)O)c(=O)oc2c(C)c(OCc3ccc(F)cc3F)ccc12	i	i	-2	i	/	-2	i	-1	i	i	i
CC(C)Cc1ccc(CN2CCCC(NC(=O)c3cccc(-n4cnnc4)c3)C2)cc1 (stereo not drawn)	i	i	-1	i	4	-19	i	5	i	i	i
CCN1C(=O)c2cccc3c(S(=O)(=O)NCC4CCCO4)ccc1c23 (stereo not drawn)	i	i	1	i	3	-3	i	-1	i	i	i
O=C(c1ccccc1F)N1CCN(c2ccccc2F)CC1	i	i	1	i	0	-4	i	3	i	i	i
CCOC(=O)c1ccccc1NC(=O)c1ccc(NS(C)(=O)=O)cc1	i	i	-1	i	0	-2	i	2	i	i	i
O=C(COC(=O)c1ccccc1NCCO)NCCc1ccccc1	i	i	3	i	16	-19	i	3	i	i	i
CC(=O)N1CCN(c2ccc(NC(=O)c3cccc(OCc4ccccc4)c3)cc2)CC1	i	i	3	i	4	-6	i	-4	i	i	i
CCOC(=O)c1c(C)c(C(=O)N(C)C2CCCCC2)c(C)n1C	i	i	-1	i	-3	-8	i	-1	i	i	i
Cc1ccc(C)c(Nc2nn3c(=O)c4ccc(C(=O)NCc5cccnc5)cc4nc3s2)c1	i	i	1	i	/	-10	i	4	i	i	i
CCn1c(=N)n(CCOc2ccc(OC)cc2)c2ccccc21	i	i	2	i	-14	-9	i	1	i	i	i
CN(Cc1c(F)cccc1Cl)C(=O)c1cccc(S(=O)(=O)NCc2ccccc2)c1	i	i	-2	i	2	-15	i	-1	i	i	i
O=C(c1ccc(-c2ccccc2)cc1)C1CCCN(C(=O)c2cncs2)C1 (stereo not drawn)	i	i	2	i	0	-10	i	0	i	i	i
CC(C)c1ccc(-c2nnc(SCC(=O)NC3CC3)n2C)cc1	i	i	-1	i	-10	-5	i	-2	i	i	i
C/C(CC(=O)N1CCN(C=O)CC1)=N\NC(=O)c1cccc([N+](=O)[O-])c1	i	i	0	i	/	-10	i	-2	i	i	i
Cc1ncc(CSc2nccc(=O)[nH]2)c(CO)c1O	i	i	1	i	-4	-6	i	-2	i	i	i
O=C(Nc1cccnc1)c1ccccc1-c1ccccc1	i	i	0	i	-2	-20	i	0	i	i	i
COc1ccc(OC)c(S(=O)(=O)NCC(c2ccco2)N2CCc3ccccc32)c1 (stereo not drawn)	i	i	-2	i	10	-7	i	-5	i	i	i
Cc1noc(C)c1CSc1ncnc2sc(C)c(C)c12	i	i	2	i	-3	-2	i	1	i	i	i
C1CN(CC2CCN(c3nc4nonc4nc3N3CCSCC3)CC2)CCO1	i	i	-3	i	-6	-11	i	-1	i	i	i
